Screening results from PubChem BioAssay.
LGR2 inh: blocks bursicon-induced cAMP signaling via Drosophila LGR2; HEK293 LGR2, CRE-luciferase, bursicon-stimulated, 4 h; inhibition, % at 9.99 µM; 0.35% of 380,000 active;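 active = drop in luminescence signal, shown as inhibition above about 50% in the replicate tests, limit read from the data, passing the limit was not always enough; inconclusive = probably only some replicates passing the limit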;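 note: agonist challenge used bursicon conditioned medium at about half maximal strength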
Casp6 inh: inhibitors of human caspase-6. AID 686996. 0.53% of 350,000 active. purified caspase-6, Z-VEID-R110 cleavage fluorescence. inhibition, % at 12.5 µM. P55212;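 active = mean inhibition across replicates at least about 35%, with every replicate also reaching that limit, limit read from the data; inconclusive = only one of the two criteria met; inactive = neither criterion met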;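 note: 0% = median of neutral control wells and 100% = no fluorescence left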
Target sequence (P55212 24-179 limits assumed): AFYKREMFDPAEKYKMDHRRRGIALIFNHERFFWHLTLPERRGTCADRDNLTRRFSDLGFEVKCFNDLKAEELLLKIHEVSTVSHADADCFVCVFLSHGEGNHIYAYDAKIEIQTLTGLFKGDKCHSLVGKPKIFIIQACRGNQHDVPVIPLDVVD
Target sequence (P55212 194-293 limits assumed): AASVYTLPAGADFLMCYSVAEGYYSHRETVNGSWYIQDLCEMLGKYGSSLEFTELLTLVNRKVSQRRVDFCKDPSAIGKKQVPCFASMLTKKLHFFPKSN
FN deposit inh: fibronectin deposition inhibition. AH1F fibroblasts, Alexa488-fibronectin deposition fluorescence, overnight. inhibition, % at 12.6 µM. 0.086% of 350,000 active;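 active = mean inhibition across replicates of 30% or more, regardless of how many single replicates reach that level; inconclusive = mean under 30% yet at least half of replicates reach 30%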;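 note: positive control wells lacked labelled fibronectin entirely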
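Schedule: 1 h cell adhesion before compound, then overnight fibronectin incubation; test system: AH1F fibroblast monolayer depositing Alexa488-labelled fibronectin into matrix; quantity: 10000 AH1F cells per well; probe or stimulus: fluorescent fibronectin at 24 nM final; signal: fluorescence, ex 485 nm, em 525 nm; evaluation: percent inhibition as loss of matrix-bound fibronectin fluorescence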
C2C12 statin: suppression of simvastatin myotoxicity. 0.78% of 330,000 active. rescue of ATP level, % at 7.49 µM. C2C12 myotubes + simvastatin, ATP luminescence, 48 h; scaled: DMSO 0, geranylgeraniol control 100. AID 602340;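 active = mean ATP rescue above about 67%, or every replicate alone reaching that limit, limit read from the data, passing the limit was not always enough; inconclusive = no clear call, values can overlap the other calls; inactive = mean under the limit and some replicate under it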;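 note: myotubes were challenged with 10 µM simvastatin during compound exposure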
SIRT5 inh: sirtuin-5 (human) deacylase inhibition | AID 652115 | Purified SirT5, succinyl-peptide AMC, trypsin-coupled fluorescence | Q9NXA8 | inhibition, % at 15 µM | 1.1% of 330,000 active; in the data active = inhibition above about 15%; inconclusive = no clear call, values can overlap the other calls
Target sequence (Q9NXA8 whole entry, looked up): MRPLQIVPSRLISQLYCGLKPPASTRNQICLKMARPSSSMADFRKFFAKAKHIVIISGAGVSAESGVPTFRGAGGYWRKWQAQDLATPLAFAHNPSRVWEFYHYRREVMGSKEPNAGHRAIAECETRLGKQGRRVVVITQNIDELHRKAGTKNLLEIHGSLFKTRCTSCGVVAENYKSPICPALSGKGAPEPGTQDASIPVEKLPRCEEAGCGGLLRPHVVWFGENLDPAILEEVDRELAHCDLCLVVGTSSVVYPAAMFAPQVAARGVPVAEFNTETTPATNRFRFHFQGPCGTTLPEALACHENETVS
S100A4 MyoIIA: S100A4-myosin IIA interaction inhibition; 0.14% of 360,000 active; S100A4/TAMRA-MyoIIA peptide fluorescence polarization; AID 652163; inhibition, % at 10.7 µM;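 active = mean inhibition of at least 70% across replicates, with every replicate also reaching that level; inconclusive = mean inhibition reaches 70% but some replicates fall short; inactive = mean inhibition below 70%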
Target sequence (P26447 whole entry, looked up): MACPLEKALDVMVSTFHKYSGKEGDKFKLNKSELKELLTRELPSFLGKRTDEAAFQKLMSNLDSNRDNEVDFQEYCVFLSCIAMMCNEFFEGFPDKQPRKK
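Material: S100A4 monomer (human). Medium: Calcium-containing HEPES buffer, pH 7.2. Probe or stimulus: labelled myosin peptide probe, 5 nM. Compound dosing: one concentration per compound. Timing: polarization read 5 min after assay mix addition, stable 5–60 min. Benchmarks: DMSO as neutral control, TFP as positive control.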
esBAF inh: inhibitors of esBAF chromatin remodeling in mouse ES cells. Bmi1-luciferase knock-in reporter, 24 h; 100% = twice the neutral-well signal. reporter increase, % at 12.5 µM. 2% of 350,000 active. AID 602393; in the data active = activation above about 40%; inconclusive = no clear call, values can overlap the other calls;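 note: 0% = median of the plate's neutral control wells and 100% = double that signal; a rise in the Bmi1 reporter signal indicates esBAF inhibition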
An asterisk follows results filed as active; ? = inconclusive; nt = no result given. Some of the compounds tested. The share of hits here may be higher or lower than overall.

SMILES	LGR2 inh	Casp6 inh	FN deposit inh	C2C12 statin	SIRT5 inh	S100A4 MyoIIA	esBAF inh
CCc1ccc(/C(C)=N/NC(=O)CNC(=O)/C=C/c2ccccc2OC)cc1	6	0	2	-3	-7	-3	-4
O=C(CCn1nc(-c2ccc(Cl)cc2)c2ccccc2c1=O)Nc1cccnc1	18	6	-1	nt	-2	-2	nt
CC(=O)c1ccc(Cc2ccccc2)cc1	nt	2	1	nt	-4	2	nt
Cc1ccc(S(=O)(=O)N2CCCC2CNC(=O)C(=O)NCCN2CCOCC2)cc1 (configuration not stated)	-2	-5	-4	14	-2	25	-6
O=C(CSc1nnc(CNc2ccc(F)cc2)n1Cc1ccccc1)N1CCOCC1	nt	nt	2	102*	nt	nt	2
CC[C@@]1(C(=O)OC)N[C@H](CN(C)S(=O)(=O)c2ccc(OC)cc2)[C@@H]2C(=O)N(C)C(=O)[C@@H]21	nt	3	-4	-2	-3	0	1
O=c1c2ccccc2cnn1Cc1n[nH]c(=S)n1C1CC2CCC1C2 (configuration not stated)	0	1	3	nt	-2	-2	nt
Cc1cc(NC(=O)Nc2ccccc2Cl)no1	-8	2	-13	-4	0	4	21
Cc1ccc(OCC(=O)Oc2cccc(C)c2C)cc1	-12	3	-2	19	-4	-2	-1
O=C(CCNS(=O)(=O)c1ccccc1C(F)(F)F)Nc1ccncc1	0	-4	-2	18	-4	1	-6
Cc1ccc2c(c1)NC(=O)C(CC(=O)Nc1ccc(Br)c(C)c1)O2 (configuration not stated)	2	-2	2	8	-4	0	4
CN(C)Cc1cc(C(C)(C)c2ccccc2)ccc1O	4	-2	-2	0	nt	2	5
COC(=O)[C@@H]1C[C@H]1[C@@H](NC(=O)c1ccccc1)c1ccccc1	-4	6	-5	2	-5	9	-3
O=C(CC(=O)c1ccccc1)Nc1cc(C(F)(F)F)ccc1Cl	6	-2	2	-21	nt	-2	-3
Nc1c(C(=O)NCc2ccco2)c2nc3ccccc3nc2n1CCc1ccccc1F	nt	nt	4	-5	nt	nt	9
COCCOC(=O)C1=C(C)NC(=O)NC1C1CC=CCC1 (configuration not stated)	12	2	nt	11	2	-2	-9
C[C@@H]1CN([C@@H](C)CO)S(=O)(=O)c2ccc(/C=C/c3ccccc3)cc2O[C@H]1CN(C)C(=O)c1ccncc1	-15	5	nt	16	2	-6	4
CCN(CC)CCN(CC(=O)Nc1c(C)cc(C)cc1C)C(=O)c1ccccc1	-15	-1	2	8	1	-1	-7
CCN1CCN(C(=O)c2ccccc2N(C)S(=O)(=O)c2ccc(C)cc2)CC1	nt	nt	3	-1	nt	nt	-5
Cc1c(C(=O)O)sc(S(=O)(=O)N2CCN(C(=O)CC(C)c3ccccc3)CC2)c1C(=O)O (configuration not stated)	7	0	2	5	-2	-1	9
CCN1CCN(C(=O)/C=C/c2ccc(F)cc2)CC1	-2	3	-4	nt	18*	-3	nt
Clc1nc(Cl)nc(NCCC2=CCCCC2)n1	4	7	2	nt	-2	-2	nt
COc1ccccc1C(=O)NNC1=C(C(=O)C(F)(F)F)CCC1	-6	3	nt	?	0	2	-2
O=C(c1c(F)cccc1F)N1CCN(c2ncccn2)CC1	25	nt	3	-30	nt	nt	-1
CCn1c(SCC(=O)N2CCC(C)CC2)nnc1-c1ccco1	-4	0	6	-9	-1	-1	-3

Random excerpt: 2 entries already listed.
SMILES	LGR2 inh	Casp6 inh	FN deposit inh	C2C12 statin	SIRT5 inh	S100A4 MyoIIA	esBAF inh
O=c1c2ccccc2cnn1Cc1n[nH]c(=S)n1C1CC2CCC1C2 (configuration not stated)	0	1	3	nt	-2	-2	nt
CCN1CCN(C(=O)/C=C/c2ccc(F)cc2)CC1	-2	3	-4	nt	18*	-3	nt

(cont.)
SMILES	LGR2 inh	Casp6 inh	FN deposit inh	C2C12 statin	SIRT5 inh	S100A4 MyoIIA	esBAF inh
CN(C(=O)CSc1nnc(-c2cccnc2)n1-c1ccccc1F)C1CCS(=O)(=O)C1 (configuration not stated)	-15	1	-6	-2	3	3	-2
CCC(=O)Nc1ccc2c(c1)OC[C@H](C)N(C(=O)c1ccncc1)C[C@@H](C)[C@@H](OC)CN(C)C2=O	4	-3	-10	6	-2	-4	-3
CCOC(=O)CCCNC(=O)COC(=O)c1ccc(O)cc1	-5	-1	-1	nt	-1	-4	nt
CCN(CCS(=O)(=O)c1ccc(Cl)cc1)C(=O)Nc1ccccc1	nt	2	0	-11	-1	-1	-9
CCCNC(=O)N(C)C[C@@H]1Oc2ncc(C3=CCCCC3)cc2C(=O)N([C@H](C)CO)C[C@H]1C	-3	-1	nt	15	0	8	-1
COc1ccccc1NC(=O)C1=C(C)NC(=O)NC1c1cccs1 (configuration not stated)	-13	nt	-4	nt	-9	-2	nt
COC(=O)c1ccc(NS(=O)(=O)c2cc3c4c(c2)C(C)C(=O)N4CCC3)cc1 (configuration not stated)	-4	4	1	-3	-1	-4	nt
Cc1ccc2sc(N(CCCN(C)C)C(=O)c3ccc(S(=O)(=O)N4CCc5ccccc5C4)cc3)nc2c1C	-5	1	-7	10	-5	0	nt
Cc1ccc(NC(=O)C2C(=O)N(CCO)C3(C)CC2c2ccccc2O3)cc1 (configuration not stated)	-4	nt	0	20	nt	nt	35
CCOc1ccc(C2c3c(oc4cc(C)c(C)cc4c3=O)C(=O)N2CCCN(C)C)cc1OC (configuration not stated)	-11	-1	-18	-6	1	-1	10
COCC(=O)N1C[C@@H]2[C@H](c3ccccc31)[C@H](CO)N2Cc1ccc(OC)cc1	-18	1	nt	-2	3	3	-7
CO[C@@H]1CN(C)C(=O)c2cc(NS(=O)(=O)c3cn(C)cn3)ccc2OC[C@@H](C)N(C)C[C@H]1C	-3	nt	4	2	nt	nt	5
CCNS(=O)(=O)c1ccc(NC(=O)c2c(-c3ccccc3)noc2C)cc1	-23	1	-1	-10	0	-2	24
Cn1nnc(NC(=S)NC(=O)/C=C/c2ccco2)n1	nt	16	-10	nt	-5	-24	nt
Cc1n[nH]c(=O)n1-c1ccc(C(C)(C)C)cc1	nt	1	6	nt	-1	-3	nt
C#CCN(C[C@H]1[C@H](OC(=O)NCc2ccc(OC)c(OC)c2)[C@H](OC(=O)NCc2ccc(OC)c(OC)c2)C[C@H]2C(=O)N(c3ccccc3)C(=O)[C@@H]12)S(=O)(=O)c1ccc(C)cc1	6	-2	-5	-3	2	21	4
O=C(c1cc(-c2ccccc2)nc2ccccc12)N1CCN(c2ccccc2O)CC1	-12	2	nt	11	-31	-2	21
Cn1c(=O)oc2cc(S(=O)(=O)N3CCC(C(=O)NCc4cccs4)CC3)ccc21	-21	1	1	-7	-2	3	3
CC(=O)c1cn(CC(=O)Nc2ccc(C)c(C)c2)c2ccccc12	-9	-4	6	-12	0	2	3
COc1ccc2ccc(OCC(=O)N3c4ccccc4NC(=O)CC3C)cc2c1 (configuration not stated)	7	4	-3	8	0	2	-1
CNC(=O)C[C@H]1C(=O)N(CCc2ccccc2)C[C@@H]1CSC	-11	-1	7	-6	-5	3	5
O=C(O)CC(NC(=O)CCc1ccccc1)c1ccc(Cl)cc1 (configuration not stated)	-4	-1	-2	1	-3	3	-2
CC(C)c1ccc(OCC(=O)Nc2cccc(C(=O)Nc3ccccc3C(=O)O)c2)cc1	-23	14	-3	nt	4	0	nt
COc1ccccc1C#CC1=CC(=O)CC(C)(C)C1	-11	-2	1	21	-3	8	17
Cc1ccc(NC(=O)N2CCCCC2)cc1NC(=O)N1CCCCC1	1	-1	-4	-4	1	-27	-3

As entered above:
`CC(=O)c1cn(CC(=O)Nc2ccc(C)c(C)c2)c2ccccc12` in FN deposit inh shows 6
`CNC(=O)C[C@H]1C(=O)N(CCc2ccccc2)C[C@@H]1CSC` in LGR2 inh shows -11

Next section
SMILES	LGR2 inh	Casp6 inh	FN deposit inh	C2C12 statin	SIRT5 inh	S100A4 MyoIIA	esBAF inh
S=C(NCc1ccccc1Cl)Nc1ccccc1Cl	-7	1	7	-18	-1	-2	-3
O=C(CSc1ncnc2scc(-c3ccc(F)cc3)c12)c1ccc2c(c1)OCCO2	-11	nt	1	-3	nt	nt	-2
CC(C)(C)c1ccc(S(=O)(=O)N2CCN(C(=O)C(=O)c3cccc(C(F)(F)F)c3)CC2)cc1	-18	-3	13	nt	nt	-3	nt
COc1ccc2c(c1)c1c(n2C)[C@@H]2CC=C(CO)[C@@H](C1)N2C	-1	-5	10	-1	nt	5	4
CC(C)CC(=O)N1CCN(Cc2cccc([N+](=O)[O-])c2)CC1	-6	-3	2	nt	-6	4	nt
O=C(NCCNC(=O)c1cnccn1)c1ccc(Cl)c(Cl)c1	2	8	9	6	-4	-19	0
COc1ccc(CC(N)c2csc(Nc3cc(Oc4ccccc4)ncn3)n2)cc1 (configuration not stated)	21	3	9	-3	1	0	-9
CCCOc1ccc(-c2c(C(=O)N/N=C/c3cccnc3)nnn2-c2nonc2N)cc1	0	2	-4	14	-3	1	4
C[C@H](CO)N1C[C@H](C)[C@H](CN(C)C)Oc2c(NC(=O)Nc3ccc4c(c3)OCO4)cccc2C1=O	-10	0	nt	2	-3	11	-6
COc1ccc(C(=O)c2cc3ccc(O)cc3oc2=O)cc1	-7	1	nt	7	15	-1	5
CC(=O)NC1CC2CCCC(C1)N2Cc1ccc(C)cc1 (configuration not stated)	-20	-1	19	-7	-2	-2	-1
C[C@H]1CN([C@@H](C)CO)C(=O)Cc2cc(NC(=O)CCC(F)(F)F)ccc2O[C@H]1CN(C)C(=O)Nc1ccc2c(c1)OCO2	-4	2	nt	9	4	3	-5
Cc1ccc(NC(=O)c2ccc3nc(N4CCOCC4)sc3c2)c(Cl)c1	-17	7	0	-30	-3	-5	?
CCCNC(=O)c1cc2c(c(-c3cccc(-c4ccncc4)c3)n1)[C@H](CCO)N(S(=O)(=O)CC)C2	-12	5	11	nt	-1	-3	nt
O=c1[nH]c(/C=C/c2cccnc2)c([N+](=O)[O-])c(=O)[nH]1	-8	11	2	nt	4	-2	nt
Cn1c(Cn2cnc3ccccc32)nnc1SCC(=O)CC(=O)Nc1ccccc1	nt	nt	1	0	nt	nt	15
CCN(Cc1ccccc1)S(=O)(=O)c1ccc2c(c1)NC(=O)CS2	6	1	-28	49	-4	1	-1
Cc1noc(C)c1NC(=O)Nc1ccc2c(c1)C(=O)N([C@H](C)CO)C[C@@H](C)[C@H](CN(C)S(=O)(=O)c1c(C)noc1C)OCCCC[C@@H](C)O2	-15	2	nt	49	2	-4	3
CC(Sc1nnc(-c2ccc(Cl)cc2)n1N)C(=O)NCC1CCCO1 (configuration not stated)	3	2	9	nt	-7	5	nt
O=S1(=O)CC(N2CCN(CCO)CC2)CN1Cc1cn(Cc2cccc(C(F)(F)F)c2)nn1 (configuration not stated)	-3	-8	1	nt	23*	7	nt
CCc1nc2ccc(C(=O)NCCN3CCOCC3)cn2c1N(CCC(C)C)CCN(C)C	-14	-12	3	-6	-3	1	8
COc1ccccc1CNC(=O)[C@H](C)NC(=O)C1CCN(C(=O)[C@@H](N)CC(C)C)CC1	13	-3	nt	-16	-2	1	12
NNC(=O)c1cncn1-c1ccc(F)cc1	nt	-1	4	nt	-10	2	nt
CC(C)C(C(=O)NC1CCCC1)N(Cc1ccco1)C(=O)CNS(=O)(=O)c1ccccc1 (configuration not stated)	-14	-1	0	-14	0	11	5
N/C(=N\OC(=O)COc1ccc2ccccc2c1)c1ccccn1	-61	nt	-2	0	nt	nt	103*
Cc1onc(-c2ccccc2)c1-c1n[nH]c(=S)n1-c1ccccc1	nt	nt	10	3	nt	nt	10
